Bioassay records: PubChem BioAssay, NCI
All columns: NCI-60 one-dose screen, growth in % after 48 h at 10 µM unless noted; 100 = growth as untreated, 0 = no growth, -100 = all killed.
SF-268 – SF-268 CNS cancer cells | 3.1% of 82,000 active
SF-539 – SF-539 CNS cancer | 6.8% of 81,000 active
A498 – A498 renal cancer cells. 5.4% of 76,000 active. AID 1794774
CAKI-1 – CAKI-1 renal cancer | 4.7% of 75,000 active | AID 1794772
ACHN – ACHN renal cancer. AID 1794771. 4.9% of 81,000 active
SNB-75 – SNB-75 CNS cancer | 5% of 79,000 active | AID 1794750
SNB-19 – SNB-19 CNS cancer cells. AID 1794751. 2.5% of 81,000 active
RXF 393 – RXF 393 renal cancer cells. 6.9% of 77,000 active. AID 1794773
* marks the source's active call; other numbers are inactive results; . = no result given; & = joins results of further samples. The calls were made as follows: active = growth percent below 10; inactive = the rest. Not a hit list; about 12% have a hit in one of these screens.

SMILES | SF-268 | SF-539 | A498 | CAKI-1 | ACHN | SNB-75 | SNB-19 | RXF 393
CCCCNC(=O)c1cc(Br)cc(C2CCCCC2)c1O | 82 | 99 | 72 | 83 | 99 | 104 | 95 | 80
COc1cc(OC)c(S(=O)(=O)NNC(=O)c2ccncc2)cc1C(=O)/C=C/c1ccccc1 | 68 | 67 | . | 83 | 101 | 81 | 71 | 67
COc1ccc2c(c1)SC1=NC=C(C(=O)NNC(=O)c3ccncc3)[C@H](c3ccccn3)N12 | 92 | 87 | 67 | 75 | 63 | 77 | 75 | 70
N#Cc1ccnc2ccccc12 | 115 | 99 | 97 | 95 | 105 | 106 | 104 | 106
COc1nccc2c(-c3ccccc3)nc(N)nc12 | 99 | 100 | 91 | 97 | 98 | 90 | 102 | 95
CCC(C#N)(CC)c1ccccc1 | 99 | 113 | 111 | 113 | 103 | 85 | 100 | 115
N#CCCc1nc(N)nc(N)n1 | 103 | 99 | 95 | 101 | 109 | 98 | 106 | 114
Cc1ccc(-c2cc3nc(C(Cl)Cl)nc(-c4ccc(S(=O)(=O)N(C)C)cc4)n3n2)cc1 | 99 | 80 | 101 | 82 | 83 | 108 | 89 | 90
CCn1c2c(=O)c(=Nc3ccc(OC)cc3)sc=2sc2ssc(=O)c21 | 99 | 98 | 125 | 107 | 92 | 89 | 100 | 125
NS(=O)(=O)c1nnc(/N=C/c2c(O)[nH]c3ccccc23)s1 | 102 | 96 | 107 | 87 | 94 | 81 | 105 | 118
CCOC(=O)c1c(C)oc(=O)c(Br)c1C | 103 | 113 | 79 | 90 | 100 | 87 | 102 | 112
O=[N+]([O-])c1nccn1CCCCCCN1CCOCC1 | 116 | 107 | 102 | 97 | 100 | 80 | 100 | 112
COc1ccc(-c2nc3cc(/C=N/c4nc5ccc(N6CCN(C)CC6)cc5s4)ccc3s2)cc1OC | 106 | 92 | . | 102 | 101 | 97 | 92 | 93
CCCCCCCCCCCC(=O)OC(C)C(=O)NC(C)(C)CC(C)(C)C (centres undefined) | 97 | 99 | . | 98 | 117 | 87 | 105 | 93
NC(=S)n1cccn1 | 108 | 108 | 112 | 72 | 105 | 99 | 96 | .
O=c1c2ccccc2nc(COc2ccccc2)n1NCc1ccc([N+](=O)[O-])cc1 | 98 | 90 | 83 | 82 | 102 | 93 | 67 | 80
COc1cc(C(=O)n2nc(-c3cc(OC)c(OC)c(OC)c3)nc2N)cc(OC)c1OC | 93 | 97 | 78 | . | 96 | 82 | 102 | 114
COc1ccc(C2=NNC(c3cc(OC)c(OC)c(OC)c3)C2)cc1 (centres undefined) | 98 | 96 | 98 | . | 98 | 86 | 99 | 89
COc1cc(C2CC(c3cccs3)=NN2c2ccc(S(N)(=O)=O)cc2)cc(OC)c1OC (centres undefined) | 105 | 103 | 99 | 95 | 103 | 83 | 93 | 110
N#CC1C(=O)OC2CCCCC21 (centres undefined) | 108 | 95 | 79 | 92 | 98 | 85 | 91 | 104
COc1ccc(C(=O)Cn2cc(CN3CCN(c4cc5c(cc4F)c(=O)c(C(=O)O)cn5C4CC4)CC3)nn2)cc1 | 96 | 98 | 108 | 95 | 106 | 99 | 97 | 97
O=C1/C(=C/c2ccc([N+](=O)[O-])cc2)Oc2cc(O)ccc21 | 102 | 98 | 80 | 86 | 107 | 97 | 93 | 93
CN(C=O)CCc1ccccc1 | 100 | 98 | 95 | . | . | 90 | 103 | 113
c1ccc(CCNc2ncnc3[nH]ncc23)cc1 | 109 | 116 | 104 | 90 | 89 | 93 | 105 | 93
CCOC(=O)C1C(=O)C=C(c2ccc(F)cc2)CC1c1sc(N(C)Cc2ccccc2)nc1Cl (centres undefined) | 80 | 92 | 106 | 71 | 71 | . | 85 | 81
O=C(CCCCC(=O)N/N=C/c1ccc2c(c1)CCC2)N/N=C/c1ccc2c(c1)CCC2 | 102 | 98 | 101 | 96 | 94 | 93 | 90 | 88
COc1cccc(Nc2nc(N)nc(CN3CC(C)CC(C)C3)n2)c1 (centres undefined) | 97 | 110 | 90 | 82 | 96 | 94 | 104 | 105
CC(C)(C#N)N1CCN(c2cccc(Cl)c2)CC1 | 94 | 101 | 104 | 91 | 102 | . | 93 | 101
C=C(C)[C@@H]1CC[C@]2(CN)CC[C@]3(C)[C@H](CC[C@@H]4[C@@]5(C)CCC(=O)NC(C)(C)[C@@H]5CC[C@]43C)[C@@H]12 | 64 | 75 | 96 | 60 | 69 | 85 | 78 | 59
C=CC(=O)Nc1cccc(-c2nc(SC)nc(NCCO)c2C#N)c1 | 94 | 99 | 91 | 86 | 94 | 72 | 101 | 93
COc1c(O)cc2oc3cc(O)c(CC=C(C)C)c(O)c3c(=O)c2c1C/C=C(\C)CCC=C(C)C | 65 | 93 | 120 | 79 | 23 | 85 | 80 | -22*
CC(C)C(N)CO (centres undefined) | 111 | . | 118 | 103 | 104 | 110 | 100 | 100
CCC(CC)(C(=O)Nc1ccccc1O)C(=O)Nc1ccccc1O | 107 | 118 | 60 | 95 | 104 | 81 | 97 | 111
CCCNC(=O)Oc1ccc(/C(=C(/CC)Cc2ccccc2)c2ccc(OCCN3CCCCC3)cc2)cc1 | 90 | 103 | . | . | 107 | 76 | 99 | 96
O=C1C=CC(=O)N1c1ccc2c(c1)Cc1cc(F)ccc1-2 | 100 | 101 | . | . | 93 | 76 | 91 | 92
CC(O)C(=O)O (centres undefined) | 111&103 | 100&101 | 100&100 | 88&110 | 107&107 | 105&95 | 105&112 | 100&105
COC(=O)c1c(C(=O)OC)c2n(c1C)[C@@H](CCN1CC(=O)N3[C@@H](c4ccccc4)SC[C@H]3C1=O)SC2 | 105 | 107 | 90 | 95 | 102 | 82 | 99 | 105
Cc1cc2c(O)c(-c3cccc(Cl)c3)c3sc(=O)oc3c2cc1C | 49 | 54 | 9.0* | 40 | 44 | 36 | 45 | 64
COc1ccc(-c2c(CC(=O)O)c3cc(OC)ccc3n2Cc2ccc(Cl)cc2)cc1 | 102 | 93 | 106 | . | 91 | 86 | 83 | .
CCCc1cc(=O)oc2c(C(=O)CC(C)COC(=O)/C=C/c3ccccc3)c(O)c(CC=C(C)C)c(O)c12 (centres undefined) | 107 | 99 | 90 | 88 | 103 | 78 | 98 | 92
CCCCCc1ccc(S(=O)(=O)Nc2cccc(-c3csc(NCCN4CCN(C)CC4)n3)c2)cc1 | 81 | 76 | 85 | 83 | 90 | 93 | 80 | .
O=C(NC1CCCCCC1)c1ccc2c(=O)n3c(nc2c1)CCCCC3 | 110 | 89 | 99 | 108 | 108 | 63 | 102 | 105
CCC(=O)Nc1ccc2c(c1)Cc1cc([N+](=O)[O-])ccc1-2 | 99 | 98 | 62 | 79 | 99 | 78 | 99 | 94
NC(N)=N/N=C(/c1ccccc1)c1ccc(N)cc1 | 115 | 103 | 125 | -0.3* | 107 | 122 | 106 | 108
Cc1c(NC(=O)c2sc3nc4c(cc3c2N)CN(Cc2ccccc2)CC4)cccc1C(F)(F)F | 66 | 65 | 52 | . | . | 46 | 50 | 67

11 consecutive compounds out of the list so far, quoted:
SMILES | SF-268 | SF-539 | A498 | CAKI-1 | ACHN | SNB-75 | SNB-19 | RXF 393
CCCCNC(=O)c1cc(Br)cc(C2CCCCC2)c1O | 82 | 99 | 72 | 83 | 99 | 104 | 95 | 80
COc1cc(OC)c(S(=O)(=O)NNC(=O)c2ccncc2)cc1C(=O)/C=C/c1ccccc1 | 68 | 67 | . | 83 | 101 | 81 | 71 | 67
COc1ccc2c(c1)SC1=NC=C(C(=O)NNC(=O)c3ccncc3)[C@H](c3ccccn3)N12 | 92 | 87 | 67 | 75 | 63 | 77 | 75 | 70
N#Cc1ccnc2ccccc12 | 115 | 99 | 97 | 95 | 105 | 106 | 104 | 106
COc1nccc2c(-c3ccccc3)nc(N)nc12 | 99 | 100 | 91 | 97 | 98 | 90 | 102 | 95
CCC(C#N)(CC)c1ccccc1 | 99 | 113 | 111 | 113 | 103 | 85 | 100 | 115
N#CCCc1nc(N)nc(N)n1 | 103 | 99 | 95 | 101 | 109 | 98 | 106 | 114
Cc1ccc(-c2cc3nc(C(Cl)Cl)nc(-c4ccc(S(=O)(=O)N(C)C)cc4)n3n2)cc1 | 99 | 80 | 101 | 82 | 83 | 108 | 89 | 90
CCn1c2c(=O)c(=Nc3ccc(OC)cc3)sc=2sc2ssc(=O)c21 | 99 | 98 | 125 | 107 | 92 | 89 | 100 | 125
NS(=O)(=O)c1nnc(/N=C/c2c(O)[nH]c3ccccc23)s1 | 102 | 96 | 107 | 87 | 94 | 81 | 105 | 118
CCOC(=O)c1c(C)oc(=O)c(Br)c1C | 103 | 113 | 79 | 90 | 100 | 87 | 102 | 112

Continued.
SMILES | SF-268 | SF-539 | A498 | CAKI-1 | ACHN | SNB-75 | SNB-19 | RXF 393
Clc1cccc(Cc2cnc(Nc3ccccn3)s2)c1Cl | 95 | 103 | 104 | 93 | 99 | 104 | 97 | 117
CCCNC(=O)c1ccccc1C(=O)NC1(C(=O)NCCC)CCCC1 | 112 | 103 | 45 | . | 97 | 103 | 103 | 78
COc1cc(NCCN=C(N)NC(N)=NC(C)C)c2ncccc2c1 | 45 | 6.1* | 91 | 95 | 94 | 64 | 84 | 101
O=C(c1ccccc1)c1ccc[n+](Cc2c(Cl)cccc2Cl)c1 | 106 | 98 | 98 | 95 | 99 | 93 | 106 | 98
O=C1CSC(c2cn(-c3ccccc3)nc2-c2ccc([N+](=O)[O-])cc2)N1c1ccccc1 (centres undefined) | 111 | 100 | 117 | 86 | 105 | 87 | 108 | 121
CC1=CC(C)=C(C#N)C2=S=C(c3ccccc3)C(=O)N12 | 112 | 99 | 88 | 68 | 92 | 78 | 93 | 107
COc1ccc(/C=N/NC2=Nc3ccccc3C(=O)N3CCC[C@@H]23)cc1 | 94 | 95 | 76 | 92 | 101 | 75 | 92 | 100
O=C(CCCCCCCC(=O)OCCCC1CCCO1)OCCCC1CCCO1 (centres undefined) | 105 | 98 | 114 | 90 | 111 | 121 | . | 112
CSc1cc(SC)nc(SC)n1 | 105 | 118 | 95 | 100 | 100 | 87 | . | 102
O=C(Nc1cccnc1)c1ccc(CSc2ccc(Cl)cc2)o1 | 87 | 96 | 104 | 96 | 88 | . | 96 | 85
C/C=C(\C)C(=O)O[C@@H]1C2C(=O)[C@@](C)([C@@H]([C@@H](O)C(=O)OC)C1(C)C)[C@H]1CC[C@]3(C)C(CC(=O)O[C@H]3c3ccoc3)[C@]13OC23 (some centres undefined) | 93 | 102 | 73 | 97 | 101 | 95 | 88 | 87
NC(N)=Nc1ccc(Oc2cccc(NC(N)=Nc3ccc(Br)cc3)c2)cn1 | 28 | 49 | 64 | . | 95 | 69 | 19 | .
COc1ccccc1/C=C1\COc2ccc(O)cc2C1=O | 84 | 93 | 109 | 68 | 58 | 96 | 91 | 92
Cc1ccc(N2C(=O)CC(Sc3ccccc3N)C2=O)cc1Cl (centres undefined) | 92 | 91 | 91 | 96 | 87 | 76 | 96 | 89
Cc1nc2sc(C(=O)Nc3ccccc3)c(N)c2cc1C(=O)c1ccccc1 | 48 | 33 | -3.9* | 36 | 52 | 26 | 21 | -0.5*
CCCCCCn1c(O)c(N=Nc2nc(-c3cc4ccccc4oc3=O)cs2)c2cc(Br)ccc21 | 106 | 110 | 123 | 104 | 111 | 113 | 97 | .
COc1ccc(NC(=O)c2cccc(C3CCc4c(cc(OC)c(OC)c4OC)O3)c2)cc1 (centres undefined) | 50 | 19 | -8.7* | 45 | 41 | 13 | 33 | 53
CC(C)CNC(=O)C(NC(=O)CC(C)C)P(=O)(O)O (centres undefined) | 97 | 93 | 123 | 93 | 103 | 97 | 106 | 123
Cc1ccccc1SCCc1ccncc1 | . | 98 | 63 | 97 | 107 | 99 | 91 | 94
COCCCNC(=O)NS(=O)(=O)c1ccc(C)cc1 | 106 | 101 | 105 | 98 | 108 | 93 | 102 | 105
CCOC(=O)c1cnn2c(-c3ccc(Cl)cc3)nc(NC(C)C)nc12 | 81 | 98 | 71 | . | 98 | 85 | 75 | 94
CSc1c(-c2nc3ccccc3s2)c(N)nc2c(C(N)=O)c(Nc3ccc(Cl)cc3)nn12 | 102 | 96 | . | 86 | 97 | 86 | 104 | 116
c1ccc2c(c1)ccc1c2nc2c3cc4ccccc4n3c3ccccc3n12 | 101 | 97 | 93 | 90 | 94 | 101 | 101 | .
COc1ccc(NC(=O)NCCO)cc1 | 105 | 108 | 105 | 103 | 113 | 97 | 112 | 97
O=S(=O)(NCCNc1nccc(-c2c(-c3ccc(F)c(O)c3)nc3occn23)n1)c1ccc(O)cc1 | 83 | 97 | 79 | 71 | 85 | 82 | 103 | .
Oc1cccc2ccc(N/N=C/c3cc(CN4CCCCC4)c(O)c4ncccc34)nc12 | 13 | 4.7* | 39 | 6.9* | -29* | 27 | 20 | 9.9*
CC(C)CCSc1nc(NC2CC2)c(C#N)c(-c2ccc(F)cc2)n1 | 90 | 87 | 100 | 66 | 72 | 84 | 76 | 100
COc1cc(/C=C2\C(=O)Nc3cc(Cl)ccc32)ccc1OCc1ccccc1 | 101 | 94 | 115 | . | 92 | 97 | 98 | .
O=C1CSC2=Nc3c(sc4ccc(Cl)cc34)C(c3ccc4ccccc4c3)N12 (centres undefined) | 90 | 103 | 81 | 73 | 92 | 84 | 102 | 105
CC1(C)CC(=O)c2c(nc(Nc3nc4ccccc4s3)nc2-c2ccccc2)C1 | 85 | 92 | 85 | 61 | 89 | 50 | 85 | 111
CC(/C=C\c1ccc(O)cc1)=N\Nc1ccccc1 | 62 | 94 | 110 | 58 | 74 | 90 | 103 | 105
O=[N+]([O-])c1ccc(N=Nc2c(Cl)cc(O)cc2Cl)cc1 | -5.8* | -2.1* | -26* | -12* | 1.3* | -10* | 20 | 7.4*
CSC(=O)NC(=O)NC(=O)c1ccc([N+](=O)[O-])cc1 | 99 | 99 | 103 | 91 | 104 | 82 | 101 | 110
